# Assay outcomes as filed in PubChem.
# OX1R antag-1: OX1R (HCRTR1) antagonists, primary screen, fluorescence, CHO/OX1R cells, Fluo-8 calcium, orexin A; hit rate 0.43% among 330,000; Orexin/Hypocretin receptor type 1 (Homo sapiens), O43613; Fluo-8 calcium fluorescence; AID 434989, 2010; inhibition, % at 5 µM;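 active = inhibition above its plate's threshold, mean inhibition of all tested compounds on the plate plus 3 SD, cut at about 37% in these data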;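 also: 0% = orexin A challenge wells and 100% = SB-334867-A antagonist wells; not every result past the cut was called active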
# Target sequence (O43613 whole entry, looked up): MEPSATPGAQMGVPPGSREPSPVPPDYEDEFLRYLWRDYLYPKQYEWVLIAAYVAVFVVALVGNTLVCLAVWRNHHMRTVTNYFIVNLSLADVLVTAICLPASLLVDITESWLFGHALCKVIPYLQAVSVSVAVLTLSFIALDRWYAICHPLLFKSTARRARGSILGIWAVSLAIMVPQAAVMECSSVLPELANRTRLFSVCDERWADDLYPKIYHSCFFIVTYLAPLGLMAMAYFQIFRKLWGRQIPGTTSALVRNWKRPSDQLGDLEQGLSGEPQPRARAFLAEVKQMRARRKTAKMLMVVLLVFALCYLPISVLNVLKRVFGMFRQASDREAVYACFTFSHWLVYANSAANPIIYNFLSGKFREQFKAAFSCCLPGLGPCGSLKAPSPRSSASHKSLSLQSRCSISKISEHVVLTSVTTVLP
# STK33 kinase inh: inhibitors of purified STK33 kinase, primary screen, biochemical, ADP-Glo luminescence, homogeneous, cell-free. Serine/threonine-protein kinase 33 (Homo sapiens), Q9BYT3. MBP phosphorylation. inhibition, % at 10 µM. hit rate 0.073% among 320,000. AID 2661, 2010;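 active = inhibition at or above 25%, using the most active replicate where run in duplicate; inactive = inhibition below 25%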
# Target sequence (Q9BYT3 whole entry, looked up): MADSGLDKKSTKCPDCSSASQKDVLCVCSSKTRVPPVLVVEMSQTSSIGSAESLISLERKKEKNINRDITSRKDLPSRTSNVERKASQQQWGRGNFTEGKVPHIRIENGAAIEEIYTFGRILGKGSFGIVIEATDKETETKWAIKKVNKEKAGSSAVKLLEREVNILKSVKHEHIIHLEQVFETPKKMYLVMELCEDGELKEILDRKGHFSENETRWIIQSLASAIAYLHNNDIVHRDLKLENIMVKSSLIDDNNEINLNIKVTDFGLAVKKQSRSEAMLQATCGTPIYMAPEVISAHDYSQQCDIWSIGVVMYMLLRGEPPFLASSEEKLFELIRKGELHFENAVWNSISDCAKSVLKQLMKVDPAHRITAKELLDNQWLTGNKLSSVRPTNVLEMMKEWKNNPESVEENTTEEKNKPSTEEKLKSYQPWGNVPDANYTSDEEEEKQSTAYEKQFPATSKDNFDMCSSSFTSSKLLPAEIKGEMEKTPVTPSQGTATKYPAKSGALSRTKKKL
# OX1R antag-2: antagonists of human orexin 1 receptor (OX1R) | Orexin/Hypocretin receptor type 1 (Homo sapiens), O43613 | OX1R-expressing cells, FRET antagonist read-out | inhibition, % at 6.6 µM | hit rate 1.8% among 330,000 | AID 485270, 2010; in the data active = inhibition mostly above about 38%, no sharp cut-off; inactive = mostly below about 40%;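 also: 0% = agonist challenge alone and 100% = reference antagonist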
# Numbers without * were called inactive; / = no result given.
SMILES,OX1R antag-1,STK33 kinase inh,OX1R antag-2
Cn1cc(CN2CCN(Cc3ccc4c(c3)OCO4)CC2)c(-c2ccccc2F)n1,-10,0.9,7
O=C(CCC1CCCCC1)Nc1ccccc1O,-16,-0.9,9
O=C(COC(=O)c1ccc2ccccc2n1)Nc1ccccc1Br,-8,0.2,10
COc1ccc(NS(=O)(=O)c2cccc(C(=O)N/N=C(\C)c3ccc(-n4ccnc4)cc3)c2)cc1,-16,-1.2,25
O=c1c2cc(NC(=S)NCc3ccccn3)ccc2nc2n1CCCCC2,-23,0.0,32
COc1ccc2[nH]c3c(c2c1)CCN1C(=O)N([C@@H](C)C(=O)NC2CCCC2)C(=O)[C@]31C,-19,-0.6,7
O=C(NC1CCCCC1)c1n[nH]c2c1CCCCC2,-6,5.8,18
COC(=O)CC1C(=O)NCCN1C(=O)c1cc([N+](=O)[O-])ccc1Cl (configuration not stated),-29,-1.1,4
CC(=O)Nc1ccc(NC(=O)COC(=O)COc2ccc3ccccc3c2)cc1,15,-0.6,4
CN(Cc1ccccc1)C(=O)COC(=O)c1cc(-c2ccc(Cl)s2)nc2ccccc12,-28,-1.7,19
Cc1ccc2[nH]c3c(c2c1)CC/C(=C/c1ccccc1)C3=O,-20,-1.3,8
Cc1ccc(-c2nnc(N)s2)cc1,8,-1.2,-2

# Sorted by length of the SMILES (ascending): some entries from above.
SMILES,OX1R antag-1,STK33 kinase inh,OX1R antag-2
Cc1ccc(-c2nnc(N)s2)cc1,8,-1.2,-2
O=C(NC1CCCCC1)c1n[nH]c2c1CCCCC2,-6,5.8,18
COC(=O)CC1C(=O)NCCN1C(=O)c1cc([N+](=O)[O-])ccc1Cl (configuration not stated),-29,-1.1,4
COc1ccc(NS(=O)(=O)c2cccc(C(=O)N/N=C(\C)c3ccc(-n4ccnc4)cc3)c2)cc1,-16,-1.2,25

# 2 neighbouring entries from above:
SMILES,OX1R antag-1,STK33 kinase inh,OX1R antag-2
Cn1cc(CN2CCN(Cc3ccc4c(c3)OCO4)CC2)c(-c2ccccc2F)n1,-10,0.9,7
O=C(CCC1CCCCC1)Nc1ccccc1O,-16,-0.9,9

# More structures.
SMILES,OX1R antag-1,STK33 kinase inh,OX1R antag-2
CCOc1ccccc1NC(=S)N1CCN(c2ccccc2)CC1,-7,-0.3,14
O=C(Nc1ccc(F)cc1)c1ccccc1,3,-1.0,0
CCOC(=O)C1CCN(S(=O)(=O)CCNC(=O)c2ccc3c(c2)OCO3)CC1,-20,-1.5,1
COc1ccc2[nH]c(C)c(CCN(Cc3cccs3)C(=S)Nc3ccccc3OC)c2c1,-17,-1.2,22
O=C(NC1CCCC1)c1nc2c(nnn2Cc2cccc(Cl)c2)c(=O)[nH]1,-15,0.0,19
C(=N\c1nc2ccccc2n1CCN1CCCCC1)/c1ccc2c(c1)OCO2,7,-1.1,13
O=C1NC(=O)/C(=C\c2ccc(Br)o2)S1,-21,-1.7,38*
CCOC(=O)c1cc2c(=O)n3ccccc3nc2n(CCCOC)c1=NC(=O)c1ccncc1,-9,0.5,85*
COc1ccc(-c2cc(-c3ccc(OC)cc3)[nH]n2)cc1,-24,0.1,12
O=C(Nc1ccc(F)cc1F)c1c(C(F)(F)F)ccnc1Oc1ccccc1,-17,-1.9,2
Cn1c(CN2CCCC2)nc2cc(NC(=O)c3ccc(Cl)cc3)ccc21,-43,1.9,5
COc1cccc(/C=N/Nc2ncc(C)c(=O)[nH]2)c1OC,-20,0.2,4
CCCn1c(CCC(=O)O)ccc1-c1ccccc1,-15,0.7,12
CN1C(=S)SC(C)(C)C1N(O)C(=O)Nc1ccc(Cl)cc1 (configuration not stated),4,-0.3,6
CCOCCCNC(=O)Cn1ncc2c(=O)oc3ccccc3c21,-11,-0.7,5
N#Cc1ncc(Cc2ccccc2)nc1C#N,0,1.5,11
O=C(NCCCc1ccccc1)c1cccs1,12,-0.2,-1
CC(C)CCNC(=O)COC(=O)c1cc(Br)c(Br)s1,-32,-0.4,3
Cc1cccc(C)c1NC(=O)C1C2C=CC(C2)C1C(=O)NCc1ccccn1 (configuration not stated),-13,-1.0,5
COc1ccc(Nc2nc(C)c(-c3ccccc3)s2)cc1,-22,-1.4,31
COc1ccc(-n2nnnc2SCC(=O)Nc2c(C)n[nH]c2C)cc1,16,-0.6,10
Cc1cccc(Nc2nnc(SCC(=O)Nc3cccc(S(=O)(=O)N4CCCCC4)c3)s2)c1,-39,-0.7,4
O=C(c1cccc(C(F)(F)F)c1)C1CCCN(Cc2cccn2-c2ccccn2)C1 (configuration not stated),-39,-1.1,8
OC1=C(O)c2nc3cc(C(F)(F)F)ccc3nc21,-2,0.4,19

# Whole records, looked up by structure:
# `Cc1cccc(C)c1NC(=O)C1C2C=CC(C2)C1C(=O)NCc1ccccn1` (configuration not stated) reads OX1R antag-1: -13; STK33 kinase inh: -1.0; OX1R antag-2: 5
# `CCCn1c(CCC(=O)O)ccc1-c1ccccc1` reads OX1R antag-1: -15; STK33 kinase inh: 0.7; OX1R antag-2: 12

# (further entries)
SMILES,OX1R antag-1,STK33 kinase inh,OX1R antag-2
COc1ccc(OC)c(NC(=O)CSc2nnc(Cc3cccn3C)n2-c2ccc(F)cc2)c1,-9,-0.7,14
CCOc1cc(C2NC(=O)N(C)C(C)=C2[N+](=O)[O-])ccc1OC(C)=O (configuration not stated),-11,0.8,30
COC(=O)c1c(-c2ccccc2)c[nH]c1C,-6,-1.4,9
O=C(CSCc1ccccc1)NCc1ccc2c(c1)OCO2,-10,0.6,10
Cc1cc(C)n2nc(C(=O)OCCOc3cccc(Br)c3)nc2n1,-26,-2.1,10
CN(C)S(=O)(=O)c1ccc(NC(=O)c2ccc3ncsc3c2)cc1,4,-1.0,2
C=CCNC(=O)c1c(N)n(-c2cccc(S(N)(=O)=O)c2)c2nc3ccccc3nc12,4,-1.0,12
CCCC1=C/C(=C/c2ccc(-c3ccccc3OC)o2)C(=O)O1,-20,-3.0,26
Cc1ccc2nc(SCC(=O)Nc3cccc(S(=O)(=O)NC4=NCCCCC4)c3)[nH]c2c1,-4,2.2,72
COc1cccc(N2CC(C(=O)Nc3ccc(F)cc3)CC2=O)c1 (configuration not stated),-15,-0.5,44
Cn1nc(-c2ccccc2F)c2cc(C(=O)Nc3ccc4c(c3)OCCO4)sc21,-14,-1.3,41
COc1ccc(-c2cc(C(=O)O)[nH]n2)cc1OC,-5,0.1,13
O=C(CC1C[C@H](C(=O)N2CCCCC2)[C@@]2(CCc3ccccc3)c3[nH]c4ccccc4c3CCN2C1=O)NCCC1=CCCCC1 (some centres not stated),-20,-0.6,0
Cc1ccc(CNC(=O)CCc2cn(C)c3ccccc23)cc1,-23,-1.3,6
COc1ccc(S(=O)(=O)N2CCN(CC(=O)Nc3cc(OC)cc(OC)c3)CC2)cc1,-22,-0.6,30
CCc1oc2ccccc2c1C(=O)c1cc(Br)c(O)c(Br)c1,-15,-2.2,76*
COc1ccc(C(=O)C2CCCN(C(=O)C3=CCCC3)C2)cc1OC (configuration not stated),-13,-0.3,18
CCN1CCN(c2cc(C)c3cc(NC(=O)c4cccc(OC)c4)ccc3n2)CC1,-15,1.2,19
O=[N+]([O-])c1ccc(OCCCCN2CCCCC2)cc1,-8,-3.3,20
CC1=C(C(=O)Nc2ccccc2C(=O)NC2CCC(C)CC2)SCCO1 (configuration not stated),-21,0.0,23
C=CCn1c(SCC(=O)N(CCC)C2CCS(=O)(=O)C2)nnc1-c1ccccc1OC (configuration not stated),-16,-0.4,16
COc1ccc(N2CCN(C(CNC(=O)C(=O)NCCC3=CCCCC3)c3ccco3)CC2)cc1 (configuration not stated),-7,0.5,-7
CCCCCCSc1cc(-c2nc3cc(C)ccn3c2NC2CCCCC2)ccc1OC,-62,-1.8,18
CCN(CC)C(=O)CSc1nc(N)c(-c2ccccc2)c(=O)[nH]1,7,-0.3,-3
COc1cccc(OCC(O)CN2CCC(C)CC2)c1 (configuration not stated),-18,0.7,5
O=[N+]([O-])c1ccccc1Oc1ccc(Cl)c2cccnc12,-7,-0.2,10
O=S(=O)(Nc1ncccn1)c1ccc(NC(=S)NCc2ccco2)cc1,-3,-1.2,0
COC(=O)c1[nH]c2ccc(C)cc2c1NC(=O)CCN1CCN(Cc2ccc3c(c2)OCO3)CC1,-18,-0.8,9
Cc1cc(OCc2nc3ccccc3s2)ccc1N,-21,-1.2,6
COc1ccc(CC(=O)NC(C)C2COc3ccccc3O2)cc1OC (configuration not stated),7,0.7,18
CN(C)c1cccc(Oc2nc3c(c(=O)n(C)c(=O)n3C)n2C)c1,-27,0.0,6
CN(C)C(=O)c1cn(CCC#N)nc1-c1ccc2ccccc2c1,-17,-1.5,26
COC(=O)c1ccc(NC(=O)COc2coc(CN3CCc4ccccc43)cc2=O)cc1,-19,-1.2,2
CN(CC(=O)Nc1cccc(F)c1)C(=O)c1ccc(N2CCCCC2)c([N+](=O)[O-])c1,-8,-1.1,22
COc1ccc(N2C(=O)CC(S/C(N)=N/N=C/c3ccnc4ccccc34)C2=O)cc1 (configuration not stated),-11,/,12
O=C(O)C(Cc1c[nH]c2ccccc12)N1CCS(=O)(=O)CC1 (configuration not stated),-5,0.1,3
Cc1ccc(C2=NNC(=O)C(c3c[nH]c4ccccc34)C2)cc1 (configuration not stated),-21,0.2,7
CCN(C(=O)COC(=O)C1=COCCO1)c1ccccc1,-11,-1.4,-2
CCCCCC1CC(CC(=O)Nc2nncs2)C(=O)O1 (configuration not stated),-3,-0.6,24
S=c1[nH]nc(C2CCCCC2)n1/N=C/c1ccc(Br)s1,-17,-0.2,15
Cc1ccc(-c2nc(COC(=O)c3c(C)noc3C)cs2)cc1,-10,4.5,37
CCCn1c(SCC(=O)Nc2cccc(S(=O)(=O)N3CCCC3)c2)n[nH]c1=O,-7,-1.5,11
CCOC(=O)c1cccc(-c2c(-c3ccccc3)ncc3cc(OC)c(OC)cc23)c1,-43,-1.0,18
Nc1nnc(SCC(=O)NC2CCCCC2)n1-c1ccccc1,-15,-2.1,1
CC1CCCC(NC(=O)COC(=O)c2sc3ccccc3c2Cl)C1C (configuration not stated),-15,-0.5,7
CC(NS(=O)(=O)c1ccc2c(c1)C(C)(C)C(=O)N2C)c1ccccc1 (configuration not stated),-19,-0.6,10
Cc1cc(OC(=O)c2ccc(Cl)cc2Cl)c([N+](=O)[O-])c(=O)[nH]1,-3,-0.7,7
Cc1ccc(S(=O)(=O)NCCSc2ncccn2)cc1,-9,-0.1,-3
Cc1ccc(S(=O)(=O)Nc2ccnc3ccccc23)cc1,-5,3.1,8
C/C(=N\NC(=O)c1c(Cl)cnn1C)c1cccc(NC(=O)c2ccc(C)cc2)c1,-20,-0.7,5
CCOc1ccc(-n2c(C)cc(/C=C3/C(=N)N4C(=NC3=O)SN=C4S(C)(=O)=O)c2C)cc1,-12,0.0,11
COc1ccc(CN(C)CC(=O)N(C)CC(=O)Nc2ccccc2Br)cc1F,-26,-0.6,1
O=C(NCc1ccco1)C1(c2ccc(Br)cc2)CCCC1,-21,0.3,12
CSc1nc(NS(=O)(=O)c2cc(Br)ccc2Br)cc(=O)[nH]1,-4,0.8,39
COc1ccc(Cl)cc1S(=O)(=O)N1CCN=C1Cc1ccccc1,-16,-2.3,-2
O=C(CCNC(=O)c1ccc([N+](=O)[O-])cc1)Nc1ccc(Cl)c(S(=O)(=O)N2CCOCC2)c1,-8,1.9,7
Cc1ccc(C2=NS(=O)(=O)N(C)C(C(=O)Nc3cc(C)n(CC(=O)N4CCCCC4)n3)=C2)cc1,-24,0.2,10
CN(C)c1ccc(/C=C2\C(=N)N3C(=NC2=O)Sc2cc(S(C)(=O)=O)ccc23)cc1,-12,-0.7,5
Cc1nccc2[nH]c(=O)c(C(=O)NC(C)CCc3ccccc3)cc12 (configuration not stated),-37,1.1,31
C(CCCN1CCCCC1)CCN1CCCCC1,-6,-0.8,3
# Additional records follow:
SMILES,OX1R antag-1,STK33 kinase inh,OX1R antag-2
O=C(C1=C(O)C(=O)N(CCN2CCOCC2)C1c1cccc([N+](=O)[O-])c1)c1cccs1 (configuration not stated),-6,-1.5,13
CCC1CCCCN1CCCNC(=O)CNC(=O)c1nn(-c2ccc(OC)c(Cl)c2)c(=O)c2ccccc12 (configuration not stated),-35,0.3,27
COC(=O)COc1ccc(C2NC(=O)NC(C)=C2C(=O)NCc2ccccc2)cc1OC (configuration not stated),-11,-0.7,6
CN1CCN(C(=O)c2ccc(-n3cccn3)nc2)CC1,-5,-0.2,19
COc1ccc(/C=N/NC(=O)c2cc(OC)c(OC)c(OC)c2)cc1CN1CCc2cc(OC)c(OC)cc2C1C (configuration not stated),-4,0.0,-9
C=CCNC(=O)C1CC(=O)N(c2ccc(OCC(=O)N3CCCC3)cc2)C1 (configuration not stated),-2,-1.0,4
CCCCN(CC)CCNC(=O)Cn1cnc2sc(C)c(S(=O)(=O)N3CCOCC3)c2c1=O,5,-1.9,8
Cc1ccccc1NC(=O)Cn1nnc2ccccc21,-13,0.0,4
